# NCI-60 one-dose screen, 48 h, at 10 µM unless noted. Numbers give growth in % (100 = growth as untreated, 0 = no growth, -100 = all killed).
# HOP-92: HOP-92 NSCLC cells; AID 1794738; 71,000 tested, 6.3% active
# HOP-62: HOP-62 NSCLC. 80,000 tested, 3.9% active
# MDA-MB-435: MDA-MB-435 melanoma | 82,000 tested, 7.8% active | AID 1794794
# MOLT-4: MOLT-4 leukemia cells; 80,000 tested, 6.9% active; AID 1794779
# RPMI-8226: RPMI-8226 leukemia cells; 77,000 tested, 7.5% active
# K-562: K-562 leukemia; 78,000 tested, 7.4% active; AID 1794777
# SR: SR leukemia cells; 73,000 tested, 8.7% active; AID 1794780
# CCRF-CEM: CCRF-CEM leukemia. 77,000 tested, 7% active. AID 1794778
# Numbers without * were called inactive; / = not tested or not shown; & = joins results of further samples. Rule for the calls: active = growth percent below 10; inactive = the rest. An unsorted share of the library, and some 14% of all compounds hit somewhere here.
SMILES,HOP-92,HOP-62,MDA-MB-435,MOLT-4,RPMI-8226,K-562,SR,CCRF-CEM
OC(O)(c1cncc(-c2ccc3ncnc(NCc4ccccc4)c3c2)c1)C(F)(F)F,55.4,57.8,61.4,60.7,72.7,74.0,28.0,50.6
C=CCn1cc(-c2nc3ccccc3s2)c2cc(-c3ccc4c5c(cccc35)C(=O)N(Nc3ccccc3)C4=O)ccc21,107.8,98.3,106.9,104.6,106.3,103.5,102.0,110.6
Cc1ccc(-c2cnc3nonc3n2)cc1,120.3,95.5,72.5,57.6,29.8,27.5,12.9,48.1
Cn1cc(-c2cc(N)n3nc(-c4c[nH]c5ccc(Cl)cc45)cc3n2)c2cccnc21,-70.5*,-88.9*,-84.2*,-37.8*,-17.8*,-24.9*,-26.2*,-34.8*
O=C(NCc1ccc(Cl)cc1)c1[nH]c2ccccc2c1Cl,/,101.6,103.3,88.2,90.9,102.8,/,93.7
CC(=O)Nc1nc(C)c(C(=O)NNC(=S)NCc2ccccc2)s1,31.5,/,95.4,59.3,30.3,36.2,52.2,61.3
O=C(Cn1cc(CN2CCOCC2)nn1)Nc1ccc2c(ccn2Cc2ccccc2)c1,85.8,98.1,99.2,105.9,98.2,94.0,111.4,26.4
C(=N\OCCc1ccccc1)/c1ccccn1,103.0,127.4,106.1&109.1,93.1&101.1,98.3&116.5,115.5,84.3&96.5,94.6&105.6
COc1ccc(C2=C/C(=C\c3cc(OC)c(OC)c(OC)c3)C(=O)NN2C(=S)NN)cc1,83.1,/,107.9,97.0,90.9,91.2,88.5,92.3
COc1ccc(-c2cc(-c3nnc(SC/C(=N\O)c4ccccc4)n3-c3ccccc3)c3ccccc3n2)cc1OC,107.6,105.4,113.8,91.7,99.1,104.4,94.6,103.7
CC(C)(C)NC(=O)C(OC(=O)C1CCc2cc(F)ccc2O1)c1ccc([N+](=O)[O-])cc1 (stereo not given),83.0,88.0,101.6,93.7,94.9,89.4,88.9,91.7
CCCCn1c(OC(=S)N(CC)CC)cc(C)nc1=S,80.7,99.3,90.5,82.6,94.7,93.6,94.5,92.2
O=C1c2ccccc2Cc2cc(O)ccc21,132.7,97.5,108.7,95.7,103.6,100.4,91.7,106.4
CC(C)(C)c1cc(Cl)c(O)c(Cl)c1,104.2,69.6,96.5,100.9,113.7,117.5,97.0,109.0
Cc1cc(Cl)nc(/N=C(/N)Nc2ccc(Cl)cc2)n1,88.9,78.3,108.6,97.0,88.5,92.9,80.0,91.1
Cc1nc2ncccc2c(=O)n1-c1ccc(S(N)(=O)=O)cc1,89.1,90.5,109.0,72.2,109.5,89.5,89.2,99.7
CCOC(=O)/C(C#N)=C(\C)CC(C)C,/,89.1,120.3,124.7,/,112.4,135.3,101.5
CC(=O)N1c2ccccc2N(C(C)=O)c2ccccc21,/,93.8,99.1,103.5,102.8,98.4,104.0,93.1
CCCCCCCCCCCCCCCCC(=O)O,109.5,103.6,108.5,95.0,99.4,89.5,94.3,91.5
CC(C)(O/N=C(\C(=O)N[C@@H]1C(=O)N2C(C(=O)[O-])=C(C[n+]3ccccc3)CSC12)c1csc(N)n1)C(=O)O (stereo not given in full),143.3,99.8,99.8,94.4,105.4,/,/,74.3
Cc1cccc(N=C2C(=O)NC(=O)NC2=O)c1,/,108.0,98.6,100.5,114.0,101.1,93.3,110.5
Cc1c(NC(=O)C(C)Sc2nc3sc4c(c3c(=O)n2-c2ccc(Cl)cc2)CCCC4)c(=O)n(-c2ccccc2)n1C (stereo not given),96.3,88.9,88.4,66.6,77.9,89.4,22.2,94.9
O=c1oc(-c2cccc([N+](=O)[O-])c2)nc2ccccc12,/,98.5,101.0,96.2,96.9,92.5,94.7,/
COC(=O)c1cc(C(=O)CBr)n2c1ccc1c3ccccc3ccc12,53.2,48.9,74.9,6.4*,38.7,43.0,2.2*,14.0
O=S(=O)(Nc1ncccn1)c1ccc(N=C=S)cc1,104.4,104.5,106.3,101.1,103.3,119.1,104.9,106.7
Cc1nn(-c2ccccc2)c2nc(C)n(-c3ccc(Br)cc3)c(=O)c12,56.3,35.1,-5.1*,19.8,9.8*,9.3*,/,13.6
N#CC1=C(c2c[nH]c3ccccc23)Nc2nc(N)[nH]c(=O)c2C1c1ccc2c(c1)OCO2 (stereo not given),76.4,95.7,112.6,110.4,102.2,113.3,98.7,94.8
c1ccc2c(c1)NC1(CCSc3ccccc31)n1nccc1-2 (stereo not given),84.5,97.0,113.9,86.2,94.9,96.9,77.1,96.2
O=C(Nc1ncc(Cc2ccccc2)s1)c1cc(-c2ccccc2)nc2ccccc12,84.1,94.1,104.1,95.6,95.7,102.9,105.4,95.4
CN(C)CCOC(c1ccc(Cl)cc1)c1ccccn1 (stereo not given),102.6,106.2,102.1,94.3,101.5,100.5,102.9,108.9
C#Cc1cccc(Nc2nc(C)nc3cc(NC(=O)CCl)ccc23)c1,-82.0*,-84.2*,-51.1*,-20.7*,-47.5*,0.2*,-40.4*,-12.3*
Clc1ccc2c(c1)sc1nc(-c3c[nH]c4ccccc34)c(Nc3ccccc3)n12,81.5,93.3,99.1,96.9,102.3,92.7,98.9,103.1
CN1C(=O)/C(=C/c2ccc(C(=O)Nc3ncc(Cc4ccc(F)cc4)s3)cc2)SC1=S,44.2,44.9,-36.3*,39.6,54.6,44.7,44.5,47.8
CC(=O)Nc1c(I)cc(I)c(C(=O)O)c1I,83.8,101.1,107.0,91.3,106.6,99.7,/,98.1
Brc1cn2[n+](c1)[B-]n1cc(Br)c[n+]1[B-]2,83.9,97.1,33.1,98.6,99.0,55.3,48.0,108.8
O=S(=O)(c1ccc(O)c(Cl)c1)c1ccc(O)c(Cl)c1,98.8,89.2,105.0,98.3,106.2,99.9,94.1,100.5
CCON1C(=O)C2(CCCCC2)C(=O)C12C=CCCC2 (stereo not given),118.8,/,110.8,87.7,/,110.8,87.9,100.8
FC(F)(F)c1ccc(-c2nc(CSc3nc4ccccc4o3)no2)cc1,113.1,93.5,106.1,94.0,115.7,98.8,108.6,125.9
CCCCN1CCNC1=S,111.5,87.2,113.6,79.2,98.1,88.0,/,93.2
CCc1c(C)c2cc3c(oc(=S)n3C/C=C\c3ccccc3)c(C)c2oc1=O,106.6,94.9,97.6,94.6,105.4,96.7,103.8,92.5
O=C1NC(c2cccc([N+](=O)[O-])c2)c2sc3c(F)cccc3c2C1Cl (stereo not given),94.3,98.9,107.6,90.8,94.4,87.0,88.6,98.0
COc1ccc(C2Nc3nc(-c4ccccc4)nn3C(N)=C2C#N)cc1 (stereo not given),/,/,104.9,93.8,/,110.8,94.1,/
N#CC1=C(N)Oc2c(sc3c(Br)cccc23)C1c1ccccn1 (stereo not given),35.3,30.9,77.4,28.9,30.0,15.2,12.7,22.1
N#CC1C(=O)c2c([nH]c3ccccc23)C12C(=O)Nc1ccccc12 (stereo not given),90.8,88.9,102.3,107.7,95.9,101.0,88.0,104.2
COc1cc(-c2nc(C(=O)Nc3ccc(C)cc3)nn2-c2ccc(F)c(F)c2)cc(OC)c1OC,114.3,86.0,93.3,94.9,102.5,101.4,91.8,102.3
C[C@H]1COc2c(C3(N)CC3)c(F)cc3c(=O)c(C(=O)O)cn1c23,88.6,/,106.4,104.7,103.7,/,101.9,83.6
COc1cc(C(=O)c2c(N)ncn2-c2ccc(Cl)cc2)cc(OC)c1OC,88.1,98.2,92.1,105.1,90.9,106.8,111.1,98.3
CCN(CC)CCNC(=O)c1cn2ncnc(Oc3ccc(NC(=O)Nc4ccc(Cl)c(C(F)(F)F)c4)c(F)c3)c2c1C,22.1,36.5,-78.8*,-20.8*,-16.6*,-23.0*,-32.3*,4.8*
CC1(C)CC(=O)C2=C(C1)N(c1ccc(F)cc1F)C(N)=C(C#N)C2c1ccc(Br)o1 (stereo not given),103.3,95.7,100.8,102.6,73.8,93.3,94.3,98.9
C[C@H](O)[C@H]1CCC(=O)[C@]23CC(=O)[C@@H]4C[C@@H](O)[C@@H](O)C[C@]4(C)[C@H]2CC[C@]13C,87.9,79.3,98.4,92.8,100.0,90.1,84.0,86.0
Cc1[nH]c2ncnc(Oc3ccc(NC(=O)Nc4ccc(Cl)c(C(F)(F)F)c4)cc3)c2c1C,91.9,59.3,45.4,27.4,44.7,26.6,9.1*,24.1
O=C(O)C(O)C(O)C(O)C(O)CO (stereo not given),89.5,106.7,103.8,105.7,100.9,105.2,112.1,/
Cc1[nH]c(C2CC(c3ccc(C(F)(F)F)c(F)c3)=NN2c2ccc(Cl)cc2)c(C)c1C(=O)NCC(F)(F)F (stereo not given),88.7,88.8,98.3,68.0,78.0,75.6,78.2,82.6
C=C(CC(Cl)(Cl)Cl)c1ccc(C)cc1,/,101.2,106.3,89.9,106.1,92.8,106.0,99.3
COc1ccc(-n2c(=O)n(-c3ccc(-c4nc5ccc(F)cc5s4)cc3)c(=O)c3cccnc32)cc1,118.5,89.2,102.3,97.7,91.6,99.7,104.0,102.3
C=CCCCCOc1ccccc1-c1cnc(OCCCCC=C)n1C,75.2,77.2,/,91.4,80.8,30.5,30.7,80.9
C=COC(=O)C(C)(C)C,71.7,103.7,101.4,92.5,99.2,102.6,91.2,91.9
COc1ccc(NC(C)=O)c(C)c1,96.6,89.6,109.2,99.1,98.6,105.8,104.8,103.1
Cc1ccc(C(N)=O)cn1,92.5,95.5,112.8,96.6,103.7,108.8,107.9,116.1
COc1ccc2c(=O)c(C)c(C(=O)N[C@@H](Cc3ccccc3)C(O)C(=O)NCc3ccccc3)oc2c1 (stereo not given in full),94.3,102.3,105.8,106.0,97.9,97.7,73.4,96.7

# Continuation:
SMILES,HOP-92,HOP-62,MDA-MB-435,MOLT-4,RPMI-8226,K-562,SR,CCRF-CEM
COc1ccc(/C=C/C(=O)c2cccc(B(O)O)c2)cc1O,41.4,40.5,/,46.6,6.0*,8.4*,6.4*,37.3
COc1ccc(NC(=O)c2ccc(NC3=C(c4ccccc4)C(=O)N(C)C3=O)cc2)cc1,95.6,82.5,88.9,76.6,64.6,76.5,68.4,86.3
COc1cccc2c1CCC1C2=NN(C(C)=O)C1c1cc(OC)c(OC)c(OC)c1 (stereo not given),85.6,84.5,95.2,85.9,86.3,/,83.5,96.4
C/C(=N\Nc1nc(-c2ccc(Cl)cc2)cs1)c1nnn(-c2ccc(Cl)cc2)c1C,113.9,103.1,95.6,98.3,97.7,96.1,92.4,92.6
C=C(C)C(=O)OCCOCCOCCOC(=O)C(=C)C,79.4,102.0,98.0,110.3,97.5,105.4,106.6,91.3
COc1ccc(C(=O)COc2ccc(NC(=O)Nc3ccccc3)cc2)cc1,/,101.4,89.4,73.9,93.3,94.6,80.6,91.0
CCOC(=O)CSC(SCC(=O)OCC)=C(C#N)NS(=O)(=O)c1ccc(Cl)cc1,68.1,97.1,98.6,57.0,81.7,75.8,78.3,74.4
C[C@H](c1nc2ccc(Cl)cn2c1NC(C)(C)C)[C@H]1CC[C@H]2[C@@H]3CCC4=CC(=O)CC[C@]4(C)[C@H]3CC[C@]12C,101.2,102.0,74.1,66.9,53.4,63.4,70.2,55.1
COc1cc(CC(=O)C(=O)O)oc(=O)c1,89.2,96.9,105.5,84.1,118.5,98.4,96.9,141.0
ClCCn1c[n+](CCCl)c2ccccc21,81.3,104.7,114.7,111.9,89.8,113.4,118.3,93.2
CCCOC(=O)c1ccc2c(c1)[N+](=O)C(C(=O)c1ccccc1)=C(C)[N+]2=O,77.9,99.1,100.5,94.2,/,88.0,81.9,93.3
C=CCSc1nc2ccccc2cc1/C=N/O,58.2,77.1,95.1,86.7,86.7,92.3,/,95.5

# Molecules shown so far containing an aryl methoxy group (13):
SMILES,HOP-92,HOP-62,MDA-MB-435,MOLT-4,RPMI-8226,K-562,SR,CCRF-CEM
COc1ccc(C2=C/C(=C\c3cc(OC)c(OC)c(OC)c3)C(=O)NN2C(=S)NN)cc1,83.1,/,107.9,97.0,90.9,91.2,88.5,92.3
COc1ccc(-c2cc(-c3nnc(SC/C(=N\O)c4ccccc4)n3-c3ccccc3)c3ccccc3n2)cc1OC,107.6,105.4,113.8,91.7,99.1,104.4,94.6,103.7
COc1ccc(C2Nc3nc(-c4ccccc4)nn3C(N)=C2C#N)cc1 (stereo not given),/,/,104.9,93.8,/,110.8,94.1,/
COc1cc(-c2nc(C(=O)Nc3ccc(C)cc3)nn2-c2ccc(F)c(F)c2)cc(OC)c1OC,114.3,86.0,93.3,94.9,102.5,101.4,91.8,102.3
COc1cc(C(=O)c2c(N)ncn2-c2ccc(Cl)cc2)cc(OC)c1OC,88.1,98.2,92.1,105.1,90.9,106.8,111.1,98.3
COc1ccc(-n2c(=O)n(-c3ccc(-c4nc5ccc(F)cc5s4)cc3)c(=O)c3cccnc32)cc1,118.5,89.2,102.3,97.7,91.6,99.7,104.0,102.3
COc1ccc(NC(C)=O)c(C)c1,96.6,89.6,109.2,99.1,98.6,105.8,104.8,103.1
COc1ccc2c(=O)c(C)c(C(=O)N[C@@H](Cc3ccccc3)C(O)C(=O)NCc3ccccc3)oc2c1 (stereo not given in full),94.3,102.3,105.8,106.0,97.9,97.7,73.4,96.7
COc1ccc(/C=C/C(=O)c2cccc(B(O)O)c2)cc1O,41.4,40.5,/,46.6,6.0*,8.4*,6.4*,37.3
COc1ccc(NC(=O)c2ccc(NC3=C(c4ccccc4)C(=O)N(C)C3=O)cc2)cc1,95.6,82.5,88.9,76.6,64.6,76.5,68.4,86.3
COc1cccc2c1CCC1C2=NN(C(C)=O)C1c1cc(OC)c(OC)c(OC)c1 (stereo not given),85.6,84.5,95.2,85.9,86.3,/,83.5,96.4
COc1ccc(C(=O)COc2ccc(NC(=O)Nc3ccccc3)cc2)cc1,/,101.4,89.4,73.9,93.3,94.6,80.6,91.0
COc1cc(CC(=O)C(=O)O)oc(=O)c1,89.2,96.9,105.5,84.1,118.5,98.4,96.9,141.0
